Screening data as filed in PubChem.
esBAF inh – inhibitors of esBAF chromatin remodeling in mouse ES cells; 2% of 350,000 active; reporter increase, % at 12.5 µM; Bmi1-luciferase knock-in reporter, 24 h; 100% = twice the neutral-well signal; AID 602393; in the data active = activation above about 40%; inconclusive = no clear call, values can overlap the other calls;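 also: 0% = median of the plate's neutral control wells and 100% = double that signal; a rise in the Bmi1 reporter signal indicates esBAF inhibition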
RAD52 inh – blocks human RAD52 DNA annealing | recombinant RAD52 DNA annealing, FRET fluorescence | inhibition, % at 18.7 µM | 0.46% of 360,000 active;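 active = every replicate showing at least 50% inhibition; inconclusive = mean inhibition at least 50% but not in every replicate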
Target sequence (P43351 whole entry, looked up): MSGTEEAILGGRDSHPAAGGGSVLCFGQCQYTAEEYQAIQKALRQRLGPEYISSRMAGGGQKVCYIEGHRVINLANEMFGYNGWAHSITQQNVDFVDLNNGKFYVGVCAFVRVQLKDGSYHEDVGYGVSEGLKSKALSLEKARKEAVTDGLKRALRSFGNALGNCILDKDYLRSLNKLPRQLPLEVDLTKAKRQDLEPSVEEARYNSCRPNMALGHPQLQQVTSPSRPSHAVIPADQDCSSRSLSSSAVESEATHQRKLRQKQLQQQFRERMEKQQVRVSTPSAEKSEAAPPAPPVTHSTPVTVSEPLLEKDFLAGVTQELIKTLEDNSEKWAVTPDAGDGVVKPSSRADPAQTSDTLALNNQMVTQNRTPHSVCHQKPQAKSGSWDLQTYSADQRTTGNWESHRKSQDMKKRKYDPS
ERp5 inh – inhibitors of human ERp5; AID 651711; Q15084; 0.05% of 350,000 active; ERp5 insulin aggregation, absorbance 650 nm, 90 min; inhibition, % at 9.99 µM;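 active = mean replicate inhibition above about 25%, with every replicate also reaching it, limit read from the data, passing the limit was not always enough; inconclusive = only one of those two criteria met; inactive = neither criterion met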
Target sequence (Q15084 whole entry, looked up): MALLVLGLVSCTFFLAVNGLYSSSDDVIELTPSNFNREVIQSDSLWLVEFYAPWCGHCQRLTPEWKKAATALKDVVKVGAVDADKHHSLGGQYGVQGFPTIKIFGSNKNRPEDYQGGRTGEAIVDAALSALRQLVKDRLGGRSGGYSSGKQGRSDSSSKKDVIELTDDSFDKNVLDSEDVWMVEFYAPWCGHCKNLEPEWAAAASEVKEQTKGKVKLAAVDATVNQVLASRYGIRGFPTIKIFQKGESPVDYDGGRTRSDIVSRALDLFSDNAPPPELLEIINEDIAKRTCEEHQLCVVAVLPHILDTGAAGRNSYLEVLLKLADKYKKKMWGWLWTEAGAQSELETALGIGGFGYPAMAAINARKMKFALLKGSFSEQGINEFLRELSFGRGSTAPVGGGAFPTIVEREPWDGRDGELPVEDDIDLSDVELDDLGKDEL
ERAP1 inh – inhibitors of human ERAP1 aminopeptidase | inhibition, % at 10.7 µM | 0.15% of 340,000 active | recombinant ERAP1, Leu-AMC fluorescence, 60 min | Q9NZ08;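 active = mean replicate inhibition of at least 30%, or all replicates individually reaching that 30% level; inactive = mean below 30% and not every replicate reaching it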;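 also: 0% = neutral control wells and 100% = L-leucinethiol positive control wells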
RAD54 branch – blocks human RAD54 Holliday junction branch migration; Q92698; FAM/BHQ fluorescence; inhibition, % at 10.4 µM; 0.14% of 360,000 active;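 active = mean normalized replicate activity at least 40 and at least half of replicates scoring 40 or more; inconclusive = only one of the two criteria met; inactive = mean below 40 and under half of replicates reaching 40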;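 also: 0% = median of neutral control wells and 100% = median of positive control wells; inhibitors cause a drop in the FAM fluorescence signal; in these data hits start at about 50%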
Xi reactivation – X-chromosome reactivation activator | AID 743238 | XiGFP mouse fibroblasts, % GFP-positive cells imaging, 3 d; cells co-treated with 5-aza-dC sensitizer; scaled so ellipticine positive control = 100% | 0.055% of 360,000 active | activation, % at 7.58 µM;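 active = mean normalized replicate activation at least 10% and every replicate at or above 10%; inconclusive = only one of the two criteria met; inactive = mean below 10% and not all replicates reach 10%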;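 also: 0% = median of on-plate neutral control wells and 100% = ellipticine 6 µM median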
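Material: SV40-immortalized XiGFP fibroblast cells, line 68-5-11 | Buffer or medium: DMEM containing 5-aza-dC | Dosing: One concentration, pinned | Times: 3 d treatment, 15 min room-temperature fixation | Controls: Ellipticine 6 µM positive control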
S100A4 MyoIIA – inhibitors of human S100A4 binding to myosin IIA peptide | S100A4/TAMRA-MyoIIA peptide fluorescence polarization | inhibition, % at 10.7 µM | 0.14% of 360,000 active | AID 652163;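 active = mean inhibition of at least 70% across replicates, with every replicate also reaching that level; inconclusive = mean inhibition reaches 70% but some replicates fall short; inactive = mean inhibition below 70%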
Target sequence (P26447 whole entry, looked up): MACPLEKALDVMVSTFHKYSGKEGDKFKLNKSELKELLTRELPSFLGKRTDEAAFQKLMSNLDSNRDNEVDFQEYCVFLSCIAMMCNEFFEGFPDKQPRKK
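Material: S100A4 monomer protein | Medium: HEPES pH 7.2 with CaCl2, KCl, NaCl, DTT, Triton | Reagent: Labelled myosin peptide probe, 5 nM | Doses: One dose per compound | Times: 5 min incubation before reading | Benchmarks: Neutral control DMSO, positive control TFP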
E-selectin induc – E-selectin induction on HUVECs. 0.37% of 260,000 active. activation, % at 7.58 µM. P16581. AID 686992. HUVEC E-selectin immunofluorescence imaging; normalized: neutral wells 0, TNF-alpha wells 100;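 active = mean E-selectin-positive cell signal at least 10% of the positive control, reached in at least 60% of replicates, without over 20% cell loss; inconclusive = no rule given, readout overlaps actives, possibly toxicity-flagged; inactive = the rest, including those meeting only one limit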;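 also: in these data hits start at about 27%; measured in HUVEC primary endothelial cells; signal is the percent of cells scored E-selectin positive by PE staining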
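Test system: HUVEC; input: 3,000 HUVEC/well; measured by: immunofluorescence imaging; read-out: % PE-positive cells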
Starred values were filed as active, the others as inactive; ? = inconclusive; . = no result given.

mol	ERAP1 inh	esBAF inh	RAD52 inh	RAD54 branch	S100A4 MyoIIA	Xi reactivation	ERp5 inh	E-selectin induc
Clc1ccsc1-c1ccnc(-n2cccc2)n1	-2	11	-10	5	-1	0.3	6	.
CC(C)N1CCN(Cc2cccn2-c2ccccn2)CC1CCO (centres undefined)	0	.	-5	.	4	0.2	4	-0.6
COCCNC(=O)NC(=O)CSc1nc(C)c(C)c(C)n1	2	3	-10	0	-2	0.3	3	4.1
CCO[C@H]1OC(C(=O)NC2CC2)=C[C@@H](c2ccc3c(c2)OCO3)[C@@H]1CCCO	-1	-8	-6	3	6	0.0	-5	0.1
CC(C)(C)C(=O)c1c(N)[nH]c(C(=O)c2ccccc2)c1-c1ccc(Cl)cc1Cl	0	.	-5	.	-18	0.0	6	.
CC1(C(=O)OCc2cc(=O)n3cc(Br)ccc3n2)CC1(Cl)Cl (centres undefined)	2	83*	-3	8	-13	0.3	-1	.
COc1ccc(-c2cc3nc(-c4ccccc4)cc(N4CCN(C(=O)c5ccccc5)CC4)n3n2)cc1	12	7	-11	.	-4	0.2	0	0.1
CC(=O)Nc1ccc(S(=O)(=O)N2CCC(C(=O)NCc3ccncc3)CC2)cc1	-4	-5	-4	2	0	0.0	6	.
NC(=O)c1cnccc1C=Cc1ccccc1	-4	2	-5	1	3	0.2	-3	-0.1
CC(C)CCC1=NN(C(=O)c2ccco2)C(O)(C(F)(F)F)C1 (centres undefined)	0	.	-9	.	2	0.0	-4	.
CCNC(=O)C1(C)CCN(C(=O)c2cc(OC)c(OC)c(OC)c2)C1 (centres undefined)	-1	-11	-7	10	9	-0.2	-2	-0.1
CC1CCCC(C)N1/N=C/c1ccccc1Br (centres undefined)	5	0	-11	1	-1	-0.1	0	0.4

mol	ERAP1 inh	esBAF inh	RAD52 inh	RAD54 branch	S100A4 MyoIIA	Xi reactivation	ERp5 inh	E-selectin induc
CCC(=O)Nc1cccc(NC(=S)NC(=O)c2cccc(C)c2)c1	-2	.	-12	.	5	-0.1	3	0.1
O=C(O)C1OCC2(CO1)COC(C(=O)O)OC2 (centres undefined)	0	0	-2	-2	-2	0.0	2	-0.9
C/C=C/c1cnc2c(c1)C(=O)N([C@@H](C)CO)C[C@@H](C)[C@@H](CN(C)C(=O)Cc1ccccc1)O2	0	-5	12	3	3	0.5	4	-0.2
Cc1ccc(NC(=O)c2cc(N3C(=O)CCC3=O)ccc2N2CCOCC2)cc1	-2	.	-18	.	-1	0.1	4	.
Cc1cccc(C)c1NC(=O)C(C)n1c(-c2ccc(=O)[nH]c2)nc2ccccc21 (centres undefined)	-5	.	-15	.	-6	0.1	2	0.0
CNC(=O)c1cc(C(=O)c2ccc(Cl)cc2)c(Br)[nH]1	-2	0	0	-3	2	0.2	0	0.1
Cc1cccc(C(=O)N2CCN=C2SCc2ccc([N+](=O)[O-])cc2)c1	-3	.	-20	.	-6	-0.1	4	.
O=C(O)CC(NC(=O)Cc1ccc([N+](=O)[O-])cc1)c1ccc2c(c1)OCO2 (centres undefined)	-2	.	-20	.	5	0.1	3	.
O=S(=O)(Nc1ccon1)c1ccc(F)c(F)c1	4	.	0	-9	6	-0.1	4	-0.7
Cc1ccc(S(=O)(=O)N(C)C[C@@H]2Oc3ccc(NS(=O)(=O)c4c(C)noc4C)cc3CC(=O)N([C@H](C)CO)C[C@@H]2C)cc1	-3	3	3	10	20	-0.9	-1	0.0
CC(OC(=O)Cn1cnc2ccccc2c1=O)C(=O)NCc1ccccc1 (centres undefined)	2	2	2	-10	-3	-0.1	3	.
CCc1ccccc1NC(=O)CCC(=O)c1cccs1	1	.	-8	-6	-1	0.1	1	.

mol	ERAP1 inh	esBAF inh	RAD52 inh	RAD54 branch	S100A4 MyoIIA	Xi reactivation	ERp5 inh	E-selectin induc
CCCNC(=O)N1C[C@@H](C)[C@H](OC)CN(C)C(=O)c2ccc(NS(C)(=O)=O)cc2OC[C@H]1C	-1	2	6	0	6	0.2	13	-0.3
COc1cccc(NS(=O)(=O)c2cc3c(cc2C)N(C(C)=O)CCO3)c1	2	1	0	13	9	-0.1	5	.
NS(=O)(=O)c1ccc(-c2ccc(C=O)o2)cc1	7	.	-53	.	14	0.0	-2	.
Oc1cccc(NC(=S)Nc2ccc(SC(F)F)cc2)c1	1	.	-10	.	1	0.0	-2	16
Cc1cccc(N2CCN(C(=O)c3[nH]c(C(F)(F)F)nc3-c3ccccc3)CC2)c1C	3	-45	-8	4	-3	0.6	8	.
CCOC(=O)C(CCCCP(=O)(c1ccccc1)c1ccccc1)(NC(C)=O)C(=O)OCC	1	-2	-10	-16	1	-0.1	2	-0.4
C[C@@H]1CN([C@@H](C)CO)C(=O)Cc2cc(NS(=O)(=O)c3cccs3)ccc2O[C@@H]1CN(C)S(=O)(=O)c1ccc(F)cc1	-2	2	-19	-8	3	0.1	6	0.1
Cc1nn(-c2ccccc2)c2nc(N)c(C#N)c(-c3ccc(C(C)(C)C)cc3)c12	0	-3	-7	.	4	0.1	2	.
Cc1ccc(S(=O)(=O)N(C)C[C@@H]2OCCCC[C@H](C)Oc3ccc(N(C)C)cc3C(=O)N([C@@H](C)CO)C[C@@H]2C)cc1	1	-1	15	-1	-4	-0.2	0	0.0
CCCCNC(=O)/C(C#N)=C/c1ccc2c(c1)OCCO2	12	.	-11	.	1	0.1	3	0.6
CCOc1ccc2nc(NCCNC(=O)C3CC3)c(C)cc2c1	2	.	-6	0	-2	.	-1	.
CCC(=O)N1[C@@H]2Cn3c(ccc(C4=CCCCC4)c3=O)[C@H]1[C@@H](C(=O)N[C@H](C)c1ccccc1)[C@@H]2CO	2	-5	-4	7	-1	0.0	-2	-0.7

mol	ERAP1 inh	esBAF inh	RAD52 inh	RAD54 branch	S100A4 MyoIIA	Xi reactivation	ERp5 inh	E-selectin induc
CC(C)c1ccc2[nH]c(O)c(N=NC(=O)c3cccc(S(=O)(=O)Nc4ccccc4Cl)c3)c2c1	3	.	-31	.	-8	0.2	-2	0.1
Cc1ccc(NS(=O)(=O)c2ccc3c(c2)n(C)c(=O)c(=O)n3C)c(C)c1	3	-2	-13	-3	7	0.0	-9	0.0
C[C@@H]1CN([C@H](C)CO)C(=O)Cc2cc(NC(=O)C3CC3)ccc2O[C@H]1CN(C)CC1CCCCC1	4	-1	-14	-3	-18	-1.1	4	-0.3
COC(=O)c1cc2c(c3c4ccccc4n(S(C)(=O)=O)c13)C(=O)N(Cc1ccccc1)C2	-3	.	-37	.	-1	0.1	6	0.4
C[C@H]1CN([C@@H](C)CO)C(=O)Cc2cc(NC(=O)CCCCCC(=O)Nc3ccccc3N)ccc2O[C@H]1CN(C)Cc1ccc(-c2ccccc2)cc1	1	22	-14	-7	-2	0.1	-7	13
COc1ccc(S(=O)(=O)N(C)C[C@H]2Oc3ccc(NC(=O)CCN4CCOCC4)cc3C(=O)N([C@@H](C)CO)C[C@H]2C)cc1	0	4	0	-1	2	0.3	-2	-0.7
O=C(Nc1ccc(S(=O)(=O)Nc2ncccn2)cc1)C1=NN(c2ccccc2)C(=O)CC1	4	5	-38	7	-2	1.8	3	5.3
C[C@H](NC(=O)c1nc[nH]c1C(=O)NCCCCCN)C(=O)OCc1ccccc1	0	5	-11	-12	4	-0.1	0	-0.1
O=C(Nc1ccc(OCC(F)(F)C(F)F)cc1)c1ccncc1	-3	2	-1	1	-1	3.8	2	8.0
CCN(CCO)c1nc(N2CCCCC2)c2cnn(C)c2n1	-1	-3	-15	4	-3	0.0	-11	.
Cc1cccc(NC(=O)Nc2ccccn2)c1C	4	.	0	-8	0	0.1	?	12
O=C(Nn1cnnc1)c1ccc([N+](=O)[O-])cc1Cl	.	-1	-4	-3	30	0.2	2	.

mol	ERAP1 inh	esBAF inh	RAD52 inh	RAD54 branch	S100A4 MyoIIA	Xi reactivation	ERp5 inh	E-selectin induc
Cc1c(C)n(C)c2ccc(C(=O)NCCCN3CCCCC3)cc12	-1	-8	28	5	-12	0.0	2	.
COc1ccc(S(=O)(=O)N(C)C[C@H]2Oc3ccc(NS(=O)(=O)c4ccccc4)cc3CC(=O)N([C@@H](C)CO)C[C@@H]2C)cc1	-2	6	5	-26	-17	0.1	-3	-0.4
O=C(Nc1cccc(S(=O)(=O)N2CCOCC2)c1)c1ccc(=O)[nH]c1	1	0	-3	2	-8	0.1	-2	0.3
COc1ccc(NC(=O)c2cccc(Cn3cc(Br)c([N+](=O)[O-])n3)c2)c(C)c1	1	5	-22	.	1	0.3	4	0.1
Cc1ccccc1S(=O)(=O)N1[C@@H](C#N)[C@@H](c2ccc(C#CC3CCCC3)cc2)[C@@H]1CO	1	.	-122	.	1	0.0	1	0.2
O=C(Nc1ccc2c(c1)OCCO2)c1ccc(S(=O)(=O)N2CCCCC2)cc1	2	36	-10	-5	-5	.	1	0.4
CCCn1nc(C(=O)Nc2cccc(S(=O)(=O)N(C)c3ccccc3)c2)c2ccccc2c1=O	1	-2	-49	0	-4	-0.1	-2	0.1
COc1ccc(-c2cn[nH]c2-c2ccc(O)cc2O)cc1	-3	-17	-8	5	-2	0.3	2	0.4
O=C(O)CCN1C(=O)c2ccc(NC(=O)C(c3ccccc3)c3ccccc3)cc2C1=O	-6	.	-14	.	-2	0.0	4	.
CN(C)/C=N/c1sc2c(c1C(N)=O)CCCC2	0	-3	-11	0	3	0.0	-2	.
Cc1ccc(-c2cnc3c(c2)C(=O)N([C@@H](C)CO)C[C@@H](C)[C@@H](CN(C)CC2CCOCC2)O3)cc1	3	0	5	-1	0	0.2	2	-0.2
O=C(CCC(=O)N1CCOc2ccccc21)NCCN1CCOCC1	4	-1	-5	4	1	0.0	-3	.

mol	ERAP1 inh	esBAF inh	RAD52 inh	RAD54 branch	S100A4 MyoIIA	Xi reactivation	ERp5 inh	E-selectin induc
O=C1C=C(Nc2ccccc2)CC(c2ccccc2)C1 (centres undefined)	4	.	-15	.	-5	0.0	6	0.1
COC1CCN(C(=O)c2cc(COc3cc(C)ccc3C)on2)CC1	2	29	-10	0	4	0.1	-1	.
COC(=O)C1=C[C@@H](C(=O)OC)[C@@H]2C3=C(C(=O)[C@]2(C)NC(=O)c2ccccc2)[C@H](C)n2c(=O)n(C)c(=O)n2[C@@H]3C1	0	-6	-8	12	5	0.1	2	0.1
CCCCc1cc(=O)oc2cc(C)cc(OC(C)C(=O)NCC3CCC(C(=O)O)CC3)c12 (centres undefined)	20	-4	-10	-9	0	.	1	.
CCCCn1c(=O)cc(C)n(-c2ccccc2)c1=O	1	.	3	.	-3	0.0	1	1.6
COc1ccccc1NC(=O)C1=C(C)Nc2nnnn2C1c1cccc(C)c1 (centres undefined)	-2	-7	4	-2	-1	0.3	0	.
COc1ccc(N(C(=O)c2snc(C(N)=O)c2N)C(C(=O)NCC2CCCO2)c2ccc3ncccc3c2)cc1OC (centres undefined)	2	-4	-1	10	1	0.0	2	5.9
Cc1ccsc1/C=C/c1n[nH]c(=O)c(C#N)c1C	-1	-7	-1	-2	7	0.0	0	-10
C=CCn1c(CCC(O)COCCCCC)n[nH]c1=S (centres undefined)	.	-5	-7	1	-2	0.0	-2	.

Random draw from the library; overall some 2.5% were active at least once.
